Compound activity (PubChem)
UBC13 polyUb: inhibitors of human UBC13 polyubiquitin chain formation. P61088. TR-FRET. inhibition, % at 20 µM. hit rate 0.47% among 330,000; in the data active means inhibition above about 45%, passing the limit was not always enough
APOBEC3G inh: APOBEC3G (human) deaminase inhibition | Q9HC16 | recombinant A3G, ssDNA deamination FAM/TAMRA fluorescence | inhibition, % at 20 µM | hit rate 0.28% among 330,000 | AID 493012;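 active means inhibition of at least 40% at 20 µM, with no more than 30% in the related APOBEC3A deaminase screen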;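 further: plate controls were DMSO wells with A3G for no effect and wells lacking A3G enzyme for full effect; some compounds called inactive have numbers as strong as hits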
Target sequence (Q9HC16 whole entry, looked up): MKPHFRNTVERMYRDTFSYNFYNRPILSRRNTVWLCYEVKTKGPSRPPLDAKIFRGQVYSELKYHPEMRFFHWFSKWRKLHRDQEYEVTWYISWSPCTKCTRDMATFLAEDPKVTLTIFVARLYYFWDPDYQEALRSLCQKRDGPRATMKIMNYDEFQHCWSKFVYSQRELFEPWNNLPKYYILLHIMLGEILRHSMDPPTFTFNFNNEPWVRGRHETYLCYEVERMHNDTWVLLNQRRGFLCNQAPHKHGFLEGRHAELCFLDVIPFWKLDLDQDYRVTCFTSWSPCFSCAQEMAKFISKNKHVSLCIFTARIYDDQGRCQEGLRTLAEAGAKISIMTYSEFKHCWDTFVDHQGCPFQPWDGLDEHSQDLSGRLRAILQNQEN
SENP8 block-1: SENP8 protease inhibition; AID 2540; Q96LD8; hit rate 1.2% among 330,000; inhibition, % at 10 µM; purified SENP8, Z-RLRGG-aminoluciferin cleavage, luminescence; in the data active means inhibition above about 50%
SENP8 block-2: SENP8 (human) protease inhibition; Q96LD8; recombinant SENP8, Nedd8 substrate fluorescence; inhibition, % at 20 µM; hit rate 0.64% among 360,000; AID 602440; in the data active means inhibition mostly above about 40%, no sharp cut-off; inactive means mostly below about 27%
SENP1 inh: SENP1 (human) catalytic domain inhibition. Q9P0U3. recombinant SENP1 catalytic domain, CyPet-SUMO1-YPet FRET cleavage. inhibition, % at 10 µM. hit rate 0.21% among 360,000;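 active means inhibition at least 30% at 10 µM, raw YFP signal under a set limit, fluorescence ratio 0.5 to 1.5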;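 further: 0% = enzyme with DMSO and 100% = no enzyme wells; some results filed as inactive read as strong as hits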
Target sequence (Q9P0U3 419-644 limits assumed): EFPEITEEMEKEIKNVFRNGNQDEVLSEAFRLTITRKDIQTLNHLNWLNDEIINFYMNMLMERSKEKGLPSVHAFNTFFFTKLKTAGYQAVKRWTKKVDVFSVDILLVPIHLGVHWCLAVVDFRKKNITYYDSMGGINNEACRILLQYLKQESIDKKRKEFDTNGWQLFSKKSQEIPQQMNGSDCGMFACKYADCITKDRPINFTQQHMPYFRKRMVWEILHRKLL
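Compound: 10 µM single point, 0.5% DMSO; Test system: hSENP1 catalytic domain, recombinant; Timing: 50 min reaction at room temperature; Technique: FRET, CFP and YFP emission; Control set: no-enzyme wells low, DMSO-plus-enzyme wells high control.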
Apaf1 inhib: human Apaf-1 inhibition; O14727; reconstituted apoptosome caspase-3 activity, DEVD-Rh110 fluorescence; inhibition, % at 20 µM; hit rate 0.71% among 330,000; active means inhibition of at least 40% at 20 µM;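 further: plate controls were DMSO wells for no effect and DEVD-CHO caspase inhibitor wells for full effect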
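Material: reconstituted apoptosome with Apaf-1, cytochrome c, caspase-9, procaspase-3, dATP / Buffer or medium: pH 7.5 Hepes buffer with CHAPS, BSA, DTT / Also added: cytochrome c with DEVD-Rh110 / Schedule: compound with Apaf-1, dATP, procaspase-3 30 min, then 50 min reaction, room temperature / Technique: rhodamine 110 fluorescence at Ex 480/Em 540 nm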
SENP6 block: blocks the human protease SENP6. Q9GZR1. Recombinant SENP6 catalytic domain, aminoluciferin luminescence. inhibition, % at 10 µM. hit rate 1.8% among 330,000. AID 2599;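 active means inhibition above about 50% at the single tested dose, limit read from the data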;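 further: plate controls were DMSO wells with enzyme for no effect and DMSO wells lacking enzyme for full effect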
Target sequence (Q9GZR1 628-1112 limits assumed): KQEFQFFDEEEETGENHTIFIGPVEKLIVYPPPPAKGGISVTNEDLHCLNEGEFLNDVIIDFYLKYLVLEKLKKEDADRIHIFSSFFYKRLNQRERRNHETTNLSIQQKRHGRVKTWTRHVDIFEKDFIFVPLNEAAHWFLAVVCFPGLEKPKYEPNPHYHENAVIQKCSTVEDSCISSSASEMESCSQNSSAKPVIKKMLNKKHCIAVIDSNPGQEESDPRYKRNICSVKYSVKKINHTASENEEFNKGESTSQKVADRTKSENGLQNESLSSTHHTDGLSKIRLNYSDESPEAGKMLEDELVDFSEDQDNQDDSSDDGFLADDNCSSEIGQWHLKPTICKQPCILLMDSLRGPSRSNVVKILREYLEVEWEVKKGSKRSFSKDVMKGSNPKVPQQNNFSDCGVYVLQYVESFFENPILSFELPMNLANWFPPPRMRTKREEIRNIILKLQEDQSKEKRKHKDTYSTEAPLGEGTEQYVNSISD
SENP7 block: inhibitors of human SENP7 protease; Q9BQF6; recombinant SENP7, Z-RLRGG-aminoluciferin luminescence, 40 min; inhibition, % at 5 µM; hit rate 1.5% among 330,000; AID 434973;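 active means inhibition above about 50% at the single test dose, limit read from the data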;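 further: plate controls were DMSO with enzyme for no effect and no enzyme buffer wells for full effect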
Active calls of the source: *.

Preview, three compounds:
For COc1ccc(NS(=O)(=O)c2cc([N+](=O)[O-])ccc2N/N=C\c2c(C)[nH]c3ccccc23)cc1 the results were UBC13 polyUb -241, APOBEC3G inh 0, SENP8 block-1 16, SENP8 block-2 47*, SENP1 inh 12, Apaf1 inhib 21, SENP6 block -1 and SENP7 block 4.
O=C(NC1CCCCC1)C(c1ccncc1)N(C(=O)c1csnn1)c1ccc(F)cc1 (stereo unspecified) was read as UBC13 polyUb 2, APOBEC3G inh -12, SENP8 block-1 -10, SENP8 block-2 5, SENP1 inh 0, Apaf1 inhib 11, SENP6 block -13 and SENP7 block 3.
For COc1cc(CNCCc2ccc(F)cc2)ccc1OCc1ccc(Cl)nc1 the results were UBC13 polyUb 22, APOBEC3G inh -4, SENP8 block-1 -14, SENP8 block-2 24, SENP1 inh 1, Apaf1 inhib -1, SENP6 block -3 and SENP7 block -5.

The whole of this part, repeating the preview:
For COc1ccc(NS(=O)(=O)c2cc([N+](=O)[O-])ccc2N/N=C\c2c(C)[nH]c3ccccc23)cc1 the results were UBC13 polyUb -241, APOBEC3G inh 0, SENP8 block-1 16, SENP8 block-2 47*, SENP1 inh 12, Apaf1 inhib 21, SENP6 block -1 and SENP7 block 4.
O=C(NC1CCCCC1)C(c1ccncc1)N(C(=O)c1csnn1)c1ccc(F)cc1 (stereo unspecified) was read as UBC13 polyUb 2, APOBEC3G inh -12, SENP8 block-1 -10, SENP8 block-2 5, SENP1 inh 0, Apaf1 inhib 11, SENP6 block -13 and SENP7 block 3.
For COc1cc(CNCCc2ccc(F)cc2)ccc1OCc1ccc(Cl)nc1 the results were UBC13 polyUb 22, APOBEC3G inh -4, SENP8 block-1 -14, SENP8 block-2 24, SENP1 inh 1, Apaf1 inhib -1, SENP6 block -3 and SENP7 block -5.
`O=C(CN1CCC(NC(=O)Nc2ccccc2)CC1)Nc1ccccc1F` gave UBC13 polyUb -3, APOBEC3G inh -11, SENP8 block-1 -8, SENP8 block-2 9, SENP1 inh 1, Apaf1 inhib 6, SENP6 block -1 and SENP7 block 0.
Screening CCCN(Cc1nnc(-c2ccccc2Cl)o1)C(=O)c1cc2ccccc2o1 returned UBC13 polyUb 4, APOBEC3G inh -9, SENP8 block-1 -7, SENP8 block-2 -22, SENP1 inh -12, Apaf1 inhib 24, SENP6 block -16 and SENP7 block 9.
For CN(C)CCCNC(=O)CCc1nc2ccccc2c(=O)[nH]1 the results were UBC13 polyUb -13, APOBEC3G inh 1, SENP8 block-1 -8, SENP8 block-2 16, SENP1 inh 1, Apaf1 inhib 4, SENP6 block -40 and SENP7 block -6.
For COc1ccccc1/C=C1/C(=O)ON=C1C the results were UBC13 polyUb -5, APOBEC3G inh -2, SENP8 block-1 -7, SENP8 block-2 4, SENP1 inh 1, Apaf1 inhib -1, SENP6 block -15 and SENP7 block -2.
For CNC(=O)[C@@]1(Cc2ccccc2)C=C[C@@H](C)N1C(=O)OC the results were UBC13 polyUb -2, APOBEC3G inh -6, SENP8 block-1 -8, SENP8 block-2 8, SENP1 inh 0, Apaf1 inhib 3, SENP6 block -11 and SENP7 block 5.
C/C(=N/NC(=O)c1ccco1)c1ccc(NC(=O)c2ccc(Br)o2)cc1 was read as UBC13 polyUb 1, APOBEC3G inh 3, SENP8 block-1 -12, SENP8 block-2 -26, SENP1 inh 1, Apaf1 inhib 13, SENP6 block -4 and SENP7 block 2.
Screening Cn1c(=O)cc(N2CCc3ccccc32)[nH]c1=O returned UBC13 polyUb -7, APOBEC3G inh -13, SENP8 block-1 -13, SENP8 block-2 21, SENP1 inh -14, Apaf1 inhib 16, SENP6 block -19 and SENP7 block -19.
Screening COc1cccc(CN2CCN(Cc3ccc(C)o3)CC2CCO)c1 (stereo unspecified) returned UBC13 polyUb 2, APOBEC3G inh -6, SENP8 block-1 0, SENP8 block-2 3, SENP1 inh -1, Apaf1 inhib -25, SENP6 block 1 and SENP7 block -1.
For COCCN(CCOC)C(=O)c1sc2nc(-c3ccccc3)cn2c1C the results were UBC13 polyUb -5, APOBEC3G inh 1, SENP8 block-1 -4, SENP8 block-2 18, SENP1 inh 5, Apaf1 inhib 0, SENP6 block 8 and SENP7 block 2.
CN(C(=O)c1ccco1)c1nc(CC(=O)Nc2ccccc2)cs1 was read as UBC13 polyUb -1, APOBEC3G inh -6, SENP8 block-1 1, SENP8 block-2 16, SENP1 inh -1, Apaf1 inhib -12, SENP6 block -3 and SENP7 block 5.
C=CCn1c(SCC(=O)Nc2sc3c(c2C#N)CCC3)nnc1C1COc2ccccc2O1 (stereo unspecified) was read as UBC13 polyUb -17, APOBEC3G inh 0, SENP8 block-1 -5, SENP8 block-2 19, SENP1 inh -9, Apaf1 inhib 27, SENP6 block 4 and SENP7 block -6.
`CC(C)(C)C1CCc2c(sc(NC(=O)c3cc(C4CC4)on3)c2C#N)C1` (stereo unspecified) gave UBC13 polyUb -25, APOBEC3G inh 3, SENP8 block-1 -7, SENP8 block-2 -33, SENP1 inh 1, Apaf1 inhib 19, SENP6 block -23 and SENP7 block -1.
O=C(/C=C/c1cccc([N+](=O)[O-])c1)NCCc1ccc(F)cc1 was read as UBC13 polyUb 7, APOBEC3G inh -3, SENP8 block-1 -1, SENP8 block-2 16, SENP1 inh 1, Apaf1 inhib 7, SENP6 block 0 and SENP7 block 2.
For O=C(C1=C(O)C(=O)N(CC2CCCO2)C1c1ccccc1)c1ccco1 (stereo unspecified) the results were UBC13 polyUb 1, APOBEC3G inh -8, SENP8 block-1 3, SENP8 block-2 8, SENP1 inh -2, Apaf1 inhib 4, SENP6 block 2 and SENP7 block 4.
CN(C)S(=O)(=O)c1ccc2oc(SCC(N)=O)nc2c1 was read as UBC13 polyUb 0, APOBEC3G inh -6, SENP8 block-1 -12, SENP8 block-2 20, SENP1 inh -2, Apaf1 inhib 0, SENP6 block -12 and SENP7 block -6.
Screening Cc1[nH]c2ccc(Br)cc2c(=O)c1CN1CCCCC1 returned UBC13 polyUb 4, APOBEC3G inh 2, SENP8 block-1 -4, SENP8 block-2 16, SENP1 inh -2, Apaf1 inhib 12, SENP6 block 2 and SENP7 block 1.
`CC(=O)c1cccc(OCc2cc(C(=O)N(C)CCC3CCOCC3)no2)c1` gave UBC13 polyUb -2, APOBEC3G inh -4, SENP8 block-1 1, SENP8 block-2 10, SENP1 inh 0, Apaf1 inhib 2, SENP6 block -8 and SENP7 block -4.
COCCCNCCCCOc1ccc(C)cc1[N+](=O)[O-] was read as UBC13 polyUb 3, APOBEC3G inh -4, SENP8 block-1 -1, SENP8 block-2 14, SENP1 inh 2, Apaf1 inhib -4, SENP6 block -3 and SENP7 block 5.
CN(C)c1ccc(C(=O)N2CCNC(=O)C2CC(=O)Nc2ccc(F)cc2)cc1 (stereo unspecified) was read as UBC13 polyUb -3, APOBEC3G inh -5, SENP8 block-1 -1, SENP8 block-2 8, SENP1 inh 1, Apaf1 inhib -6, SENP6 block -13 and SENP7 block 8.
CN(C)CCCNC1=CC(=O)CC(c2ccccc2)C1 (stereo unspecified) was read as UBC13 polyUb -8, APOBEC3G inh 0, SENP8 block-1 -11, SENP8 block-2 14, SENP1 inh 0, Apaf1 inhib 5, SENP6 block -16 and SENP7 block -5.
CC(C)Cc1cc(C(=O)Nc2cccnc2)no1 was read as UBC13 polyUb -5, APOBEC3G inh -6, SENP8 block-1 31, SENP8 block-2 6, SENP1 inh 4, Apaf1 inhib -1, SENP6 block 48 and SENP7 block 52*.
Cc1ccc(C(C)C)c(OCCN2CCc3ccccc3C2)c1 was read as UBC13 polyUb 8, APOBEC3G inh -2, SENP8 block-1 -4, SENP8 block-2 15, SENP1 inh 3, Apaf1 inhib 18, SENP6 block -8 and SENP7 block -6.
Screening CC(C)(C)OC(=O)N/N=C/c1c[nH]c2ccccc12 returned UBC13 polyUb 10, APOBEC3G inh -6, SENP8 block-1 -8, SENP8 block-2 12, SENP1 inh -1, Apaf1 inhib -7, SENP6 block -2 and SENP7 block 5.
`Cc1cc(C)nc(Nc2ccccc2Cl)n1` gave UBC13 polyUb 4, APOBEC3G inh -7, SENP8 block-1 -7, SENP8 block-2 14, SENP1 inh 0, Apaf1 inhib -1, SENP6 block 10 and SENP7 block -4.
`COc1ccc(CC(=O)O/N=C(\N)c2cccc([N+](=O)[O-])c2)cc1` gave UBC13 polyUb -2, APOBEC3G inh -7, SENP8 block-1 -1, SENP8 block-2 -4, SENP1 inh 3, Apaf1 inhib 0, SENP6 block -3 and SENP7 block 5.
For O=C(CCCc1nc(-c2ccc(Cl)cc2)no1)Nc1cccnc1 the results were UBC13 polyUb -21, APOBEC3G inh -4, SENP8 block-1 -6, SENP8 block-2 31, SENP1 inh 3, Apaf1 inhib 6, SENP6 block -14 and SENP7 block -4.
Screening CCN(CC)S(=O)(=O)c1cc(C(=O)Nc2cc(S(=O)(=O)N3CCOCC3)ccc2N2CCCC2)ccc1F returned UBC13 polyUb 5, APOBEC3G inh -7, SENP8 block-1 0, SENP8 block-2 -4, SENP1 inh 1, Apaf1 inhib 2, SENP6 block 1 and SENP7 block 2.
`COc1ccc(-c2c(-c3ccc(OC)c(C)c3O)n[nH]c2C)cc1` gave UBC13 polyUb 22, APOBEC3G inh -3, SENP8 block-1 2, SENP8 block-2 6, SENP1 inh 1, Apaf1 inhib 8, SENP6 block 1 and SENP7 block -10.
Cc1cc(C(=O)OCC(=O)NC(C)c2ccc(F)cc2)c(C)o1 (stereo unspecified) was read as UBC13 polyUb -1, APOBEC3G inh -9, SENP8 block-1 -7, SENP8 block-2 10, SENP1 inh -4, Apaf1 inhib 13, SENP6 block -6 and SENP7 block -8.
For CCOc1ccc(NC(=O)C/C(C)=N/NC(=O)Cc2ccc(Cl)cc2)cc1 the results were UBC13 polyUb 0, APOBEC3G inh -11, SENP8 block-1 -1, SENP8 block-2 12, SENP1 inh 7, Apaf1 inhib 2, SENP6 block -7 and SENP7 block 4.
Cc1noc(C)c1NC(=O)Nc1cccc2c1O[C@H](CN(C)S(C)(=O)=O)[C@@H](C)CN([C@H](C)CO)C2=O was read as UBC13 polyUb 2, APOBEC3G inh -4, SENP8 block-1 8, SENP8 block-2 20, SENP1 inh 0, Apaf1 inhib 10, SENP6 block 0 and SENP7 block 2.
For COc1cc(C(c2sc3nc(C)nn3c2O)N2CC(C)OC(C)C2)cc(OC)c1OC (stereo unspecified) the results were UBC13 polyUb 4, APOBEC3G inh 0, SENP8 block-1 -4, SENP8 block-2 1, SENP1 inh 1, Apaf1 inhib 3, SENP6 block -10 and SENP7 block -5.
Cc1c(C(=O)NCCc2ccccc2)oc2ccccc12 was read as UBC13 polyUb 5, APOBEC3G inh -4, SENP8 block-1 20, SENP8 block-2 8, SENP1 inh -4, Apaf1 inhib 10, SENP6 block 44 and SENP7 block 27.
Screening Cc1nn(-c2ccccc2)c(N)c1Sc1ccc([N+](=O)[O-])cc1 returned UBC13 polyUb 0, APOBEC3G inh -4, SENP8 block-1 -4, SENP8 block-2 16, SENP1 inh 2, Apaf1 inhib -2, SENP6 block -2 and SENP7 block -1.
For COc1cccc(C2=NOC(C(=O)Nc3cc(C)nn3-c3ccccc3)C2)c1OC (stereo unspecified) the results were UBC13 polyUb -7, APOBEC3G inh -2, SENP8 block-1 12, SENP8 block-2 1, SENP1 inh 1, Apaf1 inhib -6, SENP6 block -16 and SENP7 block 4.
For Cc1ccc2ccc(S(=O)(=O)n3nc(C)cc3C)cc2c1 the results were UBC13 polyUb -2, APOBEC3G inh -10, SENP8 block-1 -5, SENP8 block-2 11, SENP1 inh 1, Apaf1 inhib 13, SENP6 block -55 and SENP7 block -1.
For COc1ccccc1OCC(=O)Nc1cc2c(cc1C(=O)O)OCCCO2 the results were UBC13 polyUb 1, APOBEC3G inh -13, SENP8 block-1 1, SENP8 block-2 -4, SENP1 inh 0, Apaf1 inhib 6, SENP6 block 6 and SENP7 block -3.
